# Compound activity from PubChem.
# TRPC6 inh – mouse TRPC6 channel inhibitors, primary screen, cell-based, HEK293, membrane potential dye; Short transient receptor potential channel 6 (Mus musculus), Q61143; ACh-evoked depolarization; stronger effect = lower value; B-score at 10 µM; 1.1% of 310,000 active;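 active = B-score under library mean minus 3 SD, initial fluorescence not abnormally high, positive integrated signal ratio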;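 also: B-score derived from integrated fluorescence ratio over the kinetic read; more negative B-score means stronger inhibition of depolarization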
# RGS4 inh – RGS4 inhibitors, primary screen, cell-based, HEK293 M3R inducible RGS4, calcium flux | Fluo-4 calcium flux; stronger effect = higher value; triggered by carbachol at its EC20 | B-score at 10 µM | 0.45% of 310,000 active | AID 463165, 2010;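 active = B-score, a plate-corrected calcium signal, over three deviations above library mean, with baseline fluorescence within five deviations of library mean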;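 also: RGS4 expression induced by doxycycline in cells with stable M3 receptor; B-score is computed from the integrated fluorescence ratio over baseline after carbachol; higher B-score means a larger calcium signal and so more RGS4 inhibition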
# Target sequence (P49798 whole entry, looked up): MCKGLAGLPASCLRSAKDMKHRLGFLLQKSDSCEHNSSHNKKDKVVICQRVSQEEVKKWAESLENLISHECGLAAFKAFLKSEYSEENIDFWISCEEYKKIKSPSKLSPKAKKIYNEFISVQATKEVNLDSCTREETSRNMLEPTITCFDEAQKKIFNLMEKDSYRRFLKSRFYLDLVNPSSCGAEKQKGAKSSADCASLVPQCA
# ANO1 activ – TMEM16A chloride channel activators or potentiators, primary screen, cell-based, HTS | Anoctamin-1 (Mus musculus), Q8BHY3 | HEK293 TMEM16A/YFP-H148Q/I152L, iodide quench fluorescence; stronger effect = lower value | B-score at 10 µM | 0.3% of 340,000 active | AID 623877, 2012;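 active = fluorescence-ratio B-score plate-corrected deviation score at least 3 library SD below zero, with starting fluorescence score within 5 deviations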;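 also: channel opened by trigger with iodide after compound preincubation; score built on the fluorescence ratio of max minus min over baseline; more negative score means more quench and so TMEM16A activation or potentiation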
# TRPC6 activator – mouse TRPC6 channel activators, primary screen, cell-based, HEK293, membrane potential dye | B-score at 10 µM | HEK293-TRPC6 membrane potential dye fluorescence; stronger effect = higher value | 0.13% of 310,000 active;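 active = B-score of the integrated fluorescence ratio above library mean plus 3 SD, and starting fluorescence ratio within library mean plus 5 SD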;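 also: higher score means more depolarization so channel activation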
# HDAC3 inh – HDAC3 deacetylase inhibitors, primary screen, biochemical, fluorescence, cell-free homogeneous; 0.15% of 320,000 active; inhibition, % at 8.3 µM; AID 2718, 2010; recombinant HDAC3, fluorogenic peptide/trypsin coupled; in the data active = inhibition above about 26%, passing the limit was not always enough; inconclusive = no clear call, values can overlap the other calls
# Target sequence (O15379 whole entry, looked up): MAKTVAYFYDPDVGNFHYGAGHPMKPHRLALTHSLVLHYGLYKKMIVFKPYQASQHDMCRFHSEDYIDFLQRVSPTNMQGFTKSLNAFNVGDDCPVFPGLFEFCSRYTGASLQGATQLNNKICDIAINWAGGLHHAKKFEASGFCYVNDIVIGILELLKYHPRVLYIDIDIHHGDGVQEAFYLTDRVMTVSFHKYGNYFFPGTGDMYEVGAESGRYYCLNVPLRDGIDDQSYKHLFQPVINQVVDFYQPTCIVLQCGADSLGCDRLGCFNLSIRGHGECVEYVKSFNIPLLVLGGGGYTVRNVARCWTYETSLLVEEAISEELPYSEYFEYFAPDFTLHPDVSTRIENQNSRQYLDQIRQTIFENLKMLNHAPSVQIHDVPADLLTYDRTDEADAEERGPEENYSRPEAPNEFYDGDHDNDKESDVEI
# RGS4 pot – RGS4 potentiators or activators, primary screen, cell-based, HEK293 M3R inducible RGS4, calcium flux | carbachol calcium flux Fluo4; stronger effect = lower value | B-score at 10 µM | AID 463111, 2010 | 0.92% of 310,000 active;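 active = B-score of the integrated calcium signal more than 4 SD below the library mean, with starting fluorescence not abnormally high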;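 also: negative B-score means reduced calcium response which marks RGS4 activation or potentiation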
#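 Detection: kinetic calcium fluorescence imaging with Fluo4-AM dye, 2 µM / Material: HEK293 cells with stable M3R and inducible RGS4 / Schedule: recording 10 s baseline at 1 Hz, 100 s post-agonist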
# MrgX1 agonist – agonists of human MrgX1 receptor, primary screen, HEK293 cells, Fluo-4 calcium flux; Mas-related G-protein coupled receptor member X1 (Homo sapiens), Q96LB2; Fluo-4 calcium fluorescence, agonist mode; stronger effect = higher value; B-score at 10 µM; 0.44% of 310,000 active; AID 588627, 2011;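 active = calcium response B-score plate-corrected fluorescence ratio at least 3 library SD, with starting fluorescence B-score inside 5 SD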
# Target sequence (Q96LB2 whole entry, looked up): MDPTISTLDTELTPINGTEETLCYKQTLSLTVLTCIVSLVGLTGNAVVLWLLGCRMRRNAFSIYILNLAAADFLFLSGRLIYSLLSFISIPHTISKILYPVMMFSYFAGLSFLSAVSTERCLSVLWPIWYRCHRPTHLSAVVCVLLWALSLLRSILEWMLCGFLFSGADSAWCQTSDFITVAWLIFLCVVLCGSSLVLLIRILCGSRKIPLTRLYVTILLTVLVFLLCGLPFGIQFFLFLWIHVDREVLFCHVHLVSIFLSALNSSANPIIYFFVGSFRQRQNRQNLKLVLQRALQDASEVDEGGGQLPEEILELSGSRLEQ
#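 Material: MrgX1-expressing HEK293 cells; input: 15,000 cells per well; doses: test compound given as first of three sequential additions; schedule: overnight plating before 1 h dye loading; technique: Fluo-4 NW calcium-flux fluorescence, kinetic read; evaluation: baseline-normalised fluorescence change ratio, B-scored; control set: plate-wise positive and negative controls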
# MrgX1 antag – antagonists of human MrgX1 receptor, primary screen, HEK293 cells, Fluo-4 calcium flux; Mas-related G-protein coupled receptor member X1 (Homo sapiens), Q96LB2; BAM8-22 antagonism; stronger effect = lower value; B-score at 10 µM; 1.3% of 310,000 active; AID 588676, 2011;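 active = calcium-response B-score plate-corrected more than 3 library SD below zero, starting fluorescence within 5 deviations, no agonist response on first addition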;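 also: peak minus trough fluorescence over baseline after final BAM8-22 challenge near maximal dose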
# SKKanGAS inh – S. pyogenes SKKanGAS growth inhibitors in kanamycin, primary screen, streptokinase expression inhibitor project, SKKanGAS strain, BacTiter-Glo luminescence. 6 h. inhibition, % at 7.5 µM. 1.3% of 300,000 active. AID 1662, 2009;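 active = mean replicate score, as percent of positive control median, at least 50; inconclusive = mean below 50 but one replicate at or above 50; inactive = mean and every replicate below 50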;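 also: strain carries kanamycin resistance gene driven by streptokinase promoter and grows in 40 µg/ml kanamycin; loss of luminescence reflects streptokinase promoter inhibition or plain growth inhibition; 0% = median of DMSO wells and 100% = positive control at its reference dose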
# MrgX1 allo act – positive allosteric modulators of MrgX1, primary screen, HEK293 cells, Fluo-4 calcium flux | Mas-related G-protein coupled receptor member X1 (Homo sapiens), Q96LB2 | FDSS; stronger effect = higher value | B-score at 10 µM | 0.63% of 310,000 active;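 active = plate-corrected calcium response at least 3 library SD above typical, normal starting fluorescence, not activating the receptor alone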;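 also: compound read alongside a low EC10 to EC30 dose of BAM8-22 agonist; peak minus trough fluorescence over baseline measured at the second addition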
# ANO1 block – TMEM16A chloride channel inhibitors, primary screen, cell-based, HTS; 1.2% of 310,000 active; HEK293 TMEM16A/YFP iodide influx fluorescence, ionomycin; normalized B-score (activity score, 25-100; higher = stronger inhibition) at 10 µM; AID 588511, 2011; Anoctamin-1 (Mus musculus), Q8BHY3;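 active = ratio plate-corrected score three or more library SD toward inhibition, starting fluorescence score within five deviations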;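 also: score derived from kinetic fluorescence span divided by baseline fluorescence per well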
# The depositor's hits bear a star; i = inactive; u = inconclusive; x = no result given. Rows were taken by chance; overall some 6.7% were active at least once.
SMILES,TRPC6 inh,RGS4 inh,ANO1 activ,TRPC6 activator,HDAC3 inh,RGS4 pot,MrgX1 agonist,MrgX1 antag,SKKanGAS inh,MrgX1 allo act,ANO1 block
Cc1c(CCOC(=O)C23CC4CC(CC(C)(C4)C2)C3)sc[n+]1CC(=O)c1ccccc1,i,i,i,i,3.6,i,i,i,11.5,i,i
O=C(NCc1csc(-c2cccs2)n1)c1ccccc1,i,i,i,i,-5.1,i,i,i,2.6,i,i
CCN(CC(=O)Nc1ccc2c(c1)OCCO2)CC(=O)Nc1ccc2c(c1)OCO2,i,i,i,i,10.3,i,i,i,-5.4,i,i
COCCCn1c(=O)/c(=C\c2ccc(OC(F)F)c(OC)c2)s/c1=C(/C#N)C(=O)NCCOC,i,i,i,i,x,i,i,i,-6.2,i,i
O=C(NCCCN=C1NS(=O)(=O)c2ccccc21)c1ccncc1,i,i,i,i,4.9,i,i,i,-2.9,i,i
O=C(NCc1ccc(-c2csnn2)cc1)C1CC1,i,i,i,i,-3.9,i,i,i,0.0,i,i
CC(C)/C(C=O)=C(/NC1CCCCC1)c1ccccc1,i,i,i,i,u,i,i,i,-5.1,i,i
COc1ccc(-c2csc(NC(=O)c3cccc(N4C(=O)CCC4=O)c3)n2)cc1C,i,i,i,i,4.6,i,i,i,17.3,i,i
O=C(CCC1CCCN(C(=O)c2ccc3[nH]ccc3c2)C1)N1CCN(c2ccccn2)CC1 (stereo not drawn),i,i,i,i,-4.2,i,i,i,-0.5,i,i
CC(C)n1c(-c2ccncc2)n[nH]c1=S,i,i,i,i,-9.7,i,i,i,-3.8,i,i
CC1CN(C(=O)CCC(=O)N2CCN(c3ccccn3)CC2)c2ccccc2O1 (stereo not drawn),i,i,i,i,-2.4,i,i,i,-7.6,i,i
Cc1ccsc1C(=O)OCC(=O)NCc1ccc2c(c1)OCO2,i,i,i,i,1.5,i,i,i,-4.9,i,i
O=C(CCN1C(=O)c2cccc3cccc(c23)C1=O)Nc1ccon1,i,i,i,i,2.5,i,i,i,-16.4,i,i
C/C(CC(=O)Nc1c(C)cc(C)cc1C)=N\NC(=O)Cc1ccccc1,i,i,i,i,-0.1,i,i,i,0.4,i,i
CC1CCc2sc(C(=O)NCc3ccccn3)cc2C1 (stereo not drawn),i,i,i,i,4.2,i,i,i,-3.1,i,i
COCCn1nnnc1CN1CCOCC1,i,i,i,i,-8.2,i,i,i,-0.9,i,i
Cc1cc(C(=O)NC2CCCc3c2cnn3-c2cccc(C)c2C)n(C)n1 (stereo not drawn),i,i,i,i,5.0,i,i,i,-5.5,i,i
c1ccc2c(c1)CC(CN1CCNCC1)O2 (stereo not drawn),i,i,i,i,2.7,i,i,i,2.4,i,i
Cc1[nH]nc(Nc2ccccc2)c1[N+](=O)[O-],i,i,i,i,-5.3,i,i,i,-5.6,i,i
COc1ccccc1CN(Cc1cc2cc3c(cc2[nH]c1=O)OCCO3)Cc1nnnn1Cc1ccco1,i,18.6*,i,i,7.5,i,i,i,5.4,i,i
COc1ccccc1/C=C/C=N/NC(=O)CCn1cnc2ccccc21,i,i,i,i,1.7,i,i,i,1.5,i,i
CN(C)/C(Cn1cncn1)=C1/N=C(c2c(F)cccc2F)OC1=O,i,i,i,i,11.2,i,i,i,1.0,i,i
CCc1nn(CC(=O)N2CCN(c3cc(C)ccc3C)CC2)c(=O)c2cc3occc3n12,i,i,i,i,3.3,i,i,i,-3.3,i,i
Cn1c(=O)c(=O)n(C)c2cc(S(=O)(=O)CCC(=O)N3CCCCC3)ccc21,i,i,i,i,4.3,i,i,i,-0.7,i,i
COc1ccc(CNC(=O)C(C)OC(=O)C23CC4CC(CC(O)(C4)C2)C3)cc1 (stereo not drawn),i,i,i,i,-2.5,i,i,i,-4.8,i,i
CCCn1c(C)nc2c(c1=O)c1nc3ccccc3nc1n2CCC1=CCCCC1,i,i,i,i,-9.9,i,i,i,11.1,i,i
Cc1cc(Cl)ccc1OCC(=O)NNC(=O)c1cccnc1,i,i,i,i,6.0,i,i,i,-1.5,i,i
COc1ccc(OC)c(Nc2nc3nonc3nc2N2CCCCC2)c1,i,i,i,i,-5.6,i,i,i,2.6,i,i
CCC(Sc1nc(-c2cccc(OC)c2)c(C#N)c(=O)[nH]1)C(=O)Nc1nnc(C(C)C)s1 (stereo not drawn),i,i,i,i,1.9,i,i,i,-4.1,i,i
COc1ccccc1NC(=O)CSc1nnc(-c2ccccc2)o1,i,i,i,i,4.7,i,i,i,-11.4,i,i
CCCn1c(C(C)Nc2nc(-c3ccc(Cl)c([N+](=O)[O-])c3)cs2)nc2cc(Cl)c(N3CCCCC3)cc21 (stereo not drawn),i,i,i,i,6.5,i,i,i,10.7,i,i
CCOC(=O)N1CCN(C(=O)CN(C)S(=O)(=O)c2ccc(Cl)cc2)CC1,i,i,i,i,-2.4,i,i,i,-1.3,i,i
CCN(Cc1ccccc1)C(c1ccc(Cl)cc1)c1nnnn1C(C)(C)C (stereo not drawn),i,i,i,i,15.4,i,i,i,18.4,i,i
COc1ccc(Cc2nnc(Nc3ccccc3OC)[nH]c2=O)cc1,i,i,i,i,1.4,i,i,i,8.5,i,i
CC1CCCC(C)N1C(=O)CN1CCN(c2nc(-c3ccc(F)cc3)cs2)CC1 (stereo not drawn),i,i,i,i,12.7,i,i,i,-6.7,i,i
COc1cccc(C(=O)Nn2cnnc2)c1OC,i,i,i,i,-1.7,i,i,i,-2.3,i,i
CCN1C(=O)c2cccc3c(S(=O)(=O)Nc4ncccc4C)ccc1c23,i,i,i,i,5.0,i,i,i,4.8,i,i
COc1ccc(-c2nc(N)ncc2Oc2ccccc2Br)c(O)c1,i,i,i,i,0.2,i,i,i,-9.6,i,i
O=C(Cc1ccc(Nc2nc(=S)[nH]c3ccccc23)cc1)NC1CCCCC1,i,i,x,i,7.7,i,i,i,1.3,i,i
Cc1nc(/C(N)=N/OC(=O)c2c(-c3ccccc3Cl)noc2C)cs1,i,i,i,i,-8.4,i,i,i,2.0,i,i
Cc1cc(C)n2c(SCc3nnc(-c4cccs4)o3)nnc2n1,i,i,i,i,-9.9,i,i,i,-11.1,i,i
Cc1ccccc1-n1nc2c(c1NC(=O)c1ccco1)CS(=O)(=O)C2,i,i,i,i,0.0,i,i,i,-1.2,i,i
CC1CCCN(S(=O)(=O)CCNC(=O)c2ccc3c(c2)OCO3)C1 (stereo not drawn),i,i,i,i,0.4,i,i,i,-3.5,i,i
O=C(NCc1ccncc1)C1CCN(S(=O)(=O)c2cc(Cl)ccc2Cl)CC1,i,i,i,i,-4.5,i,i,i,-4.6,i,i
O=C(Nc1cccc(C(=O)N2CCN(c3cccc(Cl)c3)CC2)c1)c1ccccc1,i,i,i,i,1.3,i,i,i,8.8,i,i
CCc1ccc(NC(=O)/C(C#N)=C/c2cn(CC(=O)O)c3ccccc23)cc1,i,i,i,i,4.8,i,i,i,-9.4,i,i
COc1ccc(NS(=O)(=O)c2ccc3c(c2)OCCO3)cc1OC,i,i,i,i,-0.4,i,i,i,-1.2,i,i
COCCn1nc2cc(C(=O)NCC34CC5CC(CC(C5)C3)C4)ccc2c1OC,i,i,i,i,-15.5,i,i,i,2.6,i,i
Cc1nn(C(=O)c2cccc([N+](=O)[O-])c2)c(C)c1Cl,i,i,i,i,2.7,i,i,i,3.3,i,i
CC(C)(C)n1nnnc1C(c1cc2cc3c(cc2[nH]c1=O)OCCO3)N1CCSCC1 (stereo not drawn),-5.17*,i,i,i,-3.9,i,i,i,4.5,i,i
CC(C)Oc1cccc(C(=O)NC(=S)Nc2ccc(N3CCN(C)CC3)cc2)c1,-6.3*,i,i,i,3.8,-10.5*,i,i,1.8,i,i
Cc1cccc(C)c1NC(=O)CNC(=O)Cc1ccccc1[N+](=O)[O-],i,i,i,i,4.3,i,i,i,-1.1,i,i
NC(=O)c1ccccc1NC(=S)NC(=O)CCc1ccccc1,i,i,i,i,2.1,i,i,i,-0.4,i,i
Cc1ccccc1-c1nc(CN2CCCC2c2ccc(F)cc2)c(C)o1 (stereo not drawn),i,i,i,i,-2.8,i,i,i,-1.1,i,i
N#Cc1cccc(CSc2nnc(CCCO)n2-c2ccccc2)c1,i,i,i,i,-4.1,i,i,i,0.3,i,i
COCC(C)NCc1cccc(C)c1 (stereo not drawn),i,i,i,i,-4.5,i,i,i,-2.9,i,i
O=C(CN1CCCCC1)Nc1nc(-c2ccccc2)cs1,i,i,i,i,-0.1,i,i,i,3.0,i,i
CCCN1/C(=C(/C#N)C2=NS(=O)(=O)c3ccccc32)N(C)c2ccccc21,i,i,i,i,1.7,i,i,i,-8.0,i,i
C=CCn1c(SCC(=O)Nc2ccc3c(c2)OCO3)nnc1-c1ccccc1,i,i,i,i,-4.6,i,i,i,-6.7,i,i
O=C(Nc1cc(C(F)(F)F)ccc1N1CCCC1)c1ccc2c(c1)OCO2,i,i,i,i,2.4,i,i,i,-3.4,i,i
# The results go on:
SMILES,TRPC6 inh,RGS4 inh,ANO1 activ,TRPC6 activator,HDAC3 inh,RGS4 pot,MrgX1 agonist,MrgX1 antag,SKKanGAS inh,MrgX1 allo act,ANO1 block
CCOC(=O)c1cc(C)n(Cc2ccccc2)c1C,i,i,i,i,-1.5,i,i,i,6.4,i,i
FC(F)(F)c1nnc2sc(-c3ccco3)nn12,i,i,i,i,3.1,i,i,i,5.8,i,i
CC(=O)c1ccc(N2CCN(S(=O)(=O)c3c(C(=O)N4CCCCC4)c(C)n(C)c3C)CC2)cc1,i,i,i,i,6.5,i,i,i,-1.0,i,i
Cn1c(N)c(C(=O)COC(=O)c2nc(Cl)ccc2Cl)c(=O)n(C)c1=O,i,i,i,i,2.2,i,i,i,0.8,i,i
COC(=O)CCCC1=CC2=C(c3ccccc3)C(=O)C(C)(OC(=O)C3CCCC3)C(=O)C2=CN1CCc1ccccn1 (stereo not drawn),i,i,i,i,-0.8,i,i,i,6.2,i,i
